Screening data: PubChem BioAssay, Broad Institute
LGR2 inh – blocks bursicon-induced cAMP signaling via Drosophila LGR2; inhibition, % at 9.99 µM; HEK293 LGR2, CRE-luciferase, bursicon-stimulated, 4 h; 380,000 tested, 0.35% active;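 active = drop in luminescence signal, shown as inhibition above about 50% in the replicate tests, limit read from the data, passing the limit was not always enough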;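 also: agonist challenge used bursicon conditioned medium at about half maximal strength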
esBAF inh – inhibitors of esBAF chromatin remodeling in mouse ES cells. 350,000 tested, 2% active. AID 602393. Bmi1-luciferase knock-in reporter, 24 h; 100% = twice the neutral-well signal. reporter increase, % at 12.5 µM; in the data active = activation above about 40%;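 also: 0% = median of the plate's neutral control wells and 100% = double that signal; a rise in the Bmi1 reporter signal indicates esBAF inhibition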
Casp6 inh – inhibitors of human caspase-6. purified caspase-6, Z-VEID-R110 cleavage fluorescence. inhibition, % at 12.5 µM. 350,000 tested, 0.53% active. AID 686996;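 active = mean inhibition across replicates at least about 35%, with every replicate also reaching that limit, limit read from the data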;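 also: 0% = median of neutral control wells and 100% = no fluorescence left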
Target sequence (P55212 24-179 limits assumed): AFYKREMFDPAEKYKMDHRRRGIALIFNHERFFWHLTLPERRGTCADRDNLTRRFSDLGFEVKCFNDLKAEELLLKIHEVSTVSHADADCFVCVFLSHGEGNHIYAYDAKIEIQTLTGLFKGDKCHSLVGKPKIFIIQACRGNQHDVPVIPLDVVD
Target sequence (P55212 194-293 limits assumed): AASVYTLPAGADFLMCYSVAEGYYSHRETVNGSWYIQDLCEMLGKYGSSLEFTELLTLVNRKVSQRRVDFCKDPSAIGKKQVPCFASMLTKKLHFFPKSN
Statin myotox sup – suppression of simvastatin myotoxicity; AID 602340; C2C12 myotubes + simvastatin, ATP luminescence, 48 h; scaled: DMSO 0, geranylgeraniol control 100; rescue of ATP level, % at 7.49 µM; 330,000 tested, 0.78% active;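 active = mean ATP rescue above about 67%, or every replicate alone reaching that limit, limit read from the data, passing the limit was not always enough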;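 also: myotubes were challenged with 10 µM simvastatin during compound exposure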
S100A4 inh HTS – blocks human S100A4 binding to myosin IIA peptide; S100A4/TAMRA-MyoIIA peptide fluorescence polarization; 360,000 tested, 0.14% active; inhibition, % at 10.7 µM; AID 652163; P26447;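 active = mean inhibition of at least 70% across replicates, with every replicate also reaching that level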
Target sequence (P26447 whole entry, looked up): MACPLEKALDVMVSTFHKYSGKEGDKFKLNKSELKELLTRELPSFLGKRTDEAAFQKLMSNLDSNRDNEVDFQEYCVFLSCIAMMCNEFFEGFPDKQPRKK
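Material: human S100A4 monomer with TAMRA-labelled myosin IIA peptide; buffer or medium: HEPES pH 7.2 with CaCl2, KCl, NaCl, DTT, Triton; compound dosing: one concentration per compound; schedule: 5 min incubation before reading; benchmarks: neutral control DMSO, positive control TFP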
SIRT5 block – sirtuin-5 (human) deacylase inhibition; Q9NXA8; inhibition, % at 15 µM; Purified SirT5, succinyl-peptide AMC, trypsin-coupled fluorescence; 330,000 tested, 1.1% active; in the data active = inhibition above about 15%
Target sequence (Q9NXA8 whole entry, looked up): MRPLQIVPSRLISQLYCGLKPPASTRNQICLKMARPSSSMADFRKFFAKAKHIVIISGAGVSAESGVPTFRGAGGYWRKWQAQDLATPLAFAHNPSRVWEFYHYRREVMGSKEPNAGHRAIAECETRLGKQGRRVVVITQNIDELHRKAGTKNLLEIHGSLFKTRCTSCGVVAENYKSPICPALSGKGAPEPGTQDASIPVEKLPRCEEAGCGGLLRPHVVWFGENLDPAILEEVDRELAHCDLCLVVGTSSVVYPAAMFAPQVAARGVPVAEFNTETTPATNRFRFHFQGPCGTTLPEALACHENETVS
FN deposit inh – fibronectin deposition inhibition; AH1F fibroblasts, Alexa488-fibronectin deposition fluorescence, overnight; inhibition, % at 12.6 µM; 350,000 tested, 0.086% active; AID 743247;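 active = mean inhibition across replicates of 30% or more, regardless of how many single replicates reach that level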;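 also: positive control wells lacked labelled fibronectin entirely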
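material = AH1F fibroblast monolayer depositing Alexa488-labelled fibronectin into matrix | amount = 10000 AH1F cells/well | buffer or medium = DMEM plus 2% serum, read in PBS | incubation = 1 h cell adhesion before compound, then overnight fibronectin incubation | detection = fluorescence at 485 nm excitation, 525 nm emission | evaluation = percent inhibition as loss of matrix-bound fibronectin fluorescence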
* hit, by the source's call; x = not tested or not shown; & = joins results of further samples. The list is partial, so the mix of outcomes need not match the whole.

SMILES	LGR2 inh	esBAF inh	Casp6 inh	Statin myotox sup	S100A4 inh HTS	SIRT5 block	FN deposit inh
COc1ccc(C(=O)Sc2nncc3ccccc23)cc1	x	x	7.8	x	2.1	-0.1	-7.5
O=C(CSc1n[nH]c(=O)[nH]c1=O)N1CCCCCC1	3.6	1.1	-3.9	-0.3	-0.6	0.7	-9.8
CCOC(=O)N1CCN(c2ccc(Cl)cc2)CC1	0.8	9.1	-2.4	-9.3	2.2	-7.1	20.1
C/C(=N\NC(=O)C1CC1)c1ccc(C)cc1C	11.4	x	-2.1	x	-1.1	-3.9	0.3
CN(CCCNC(=O)c1ccc(CS(=O)c2ccc(Br)cc2)o1)Cc1ccccc1 (stereo not given)	-7.4	-5.7	-56.5	-19.7	-11.1	-3.3	-3.3
CC(C)CN1CCN(CCCOC(=O)Nc2cccc3ccccc23)CC1C (stereo not given)	x	-4.4	-2.0	-9.8	-0.8	x	0.6
COc1ccccc1-c1nn2c(-c3ccco3)nnc2s1	-81.7	65.1*	3.3	0.4	-1.0	-3.4	x
CNC(=O)C[C@H]1CC[C@H]2[C@@H](COc3ccc(NC(=O)c4ccc(F)cc4)cc3C(=O)N2C)O1	-13.8	-2.7	0.3	9.6	-2.5	-2.4	-5.1
Cc1cccn2c(=O)nc(SCC(=O)NC3CCCCC3)nc12	10.4	x	-5.0	-1.4	0.4	-0.1	0.5
COC(=O)C[C@@H]1CC[C@H]2[C@@H](COc3ccc(NC(=O)Nc4c(C)noc4C)cc3C(=O)N2C)O1	16.5	-5.7	-0.7	4.8	5.5	-2.8	-2.0
N#Cc1ccc(Oc2ccc(C(F)(F)F)cc2NC(=O)c2ccc(F)cc2)cc1	21.0	0.6	-2.2	-5.9	6.1	0.5	2.6
COc1ccc(S(=O)(=O)N(C)C[C@H]2Oc3ccc(NC(=O)Cn4cnnn4)cc3CC(=O)N([C@H](C)CO)C[C@H]2C)cc1	-10.4	0.2	3.9	-6.9	-10.1	-4.1	x
COc1ccccc1Oc1nc(-c2cccnc2)nc2ccccc12	-7.8	x	0.6	x	-4.0	-4.7	-11.0
COc1cccc(/C=N/NC(=O)CNC(=O)C(c2ccccc2)c2ccccc2)c1O	-17.3	-9.8	-0.3	38.1	2.8	-6.0	8.0
O=C(Nc1ccc2c(c1)OCO2)N[C@@H]1CC[C@@H](CCNC(=O)C2CCC2)O[C@H]1CO	4.8	-1.6	0.2	-2.7	2.3	-3.2	x
CC1(C)Cc2cccc(Oc3ccc(S(=O)(=O)N4CCCC4)cn3)c2O1	20.8	12.0	0.2	3.7	-3.6	-0.4	-2.0
CCCCc1c(C)c2cc(C)ccc2[nH]c1=O	x	9.3	x	4.4	x	x	4.9
CN(C)/C=C1/OC(=O)C(C#N)=C1c1ccc(Cl)cc1	6.7	-1.8	-5.3	4.6	0.9	-0.4	-3.0
COc1ccccc1N1CCN(C2CCCN(C(=O)Cn3cccn3)C2)CC1 (stereo not given)	5.6	2.7	-1.1	3.9	1.9	-0.7	11.0
CN1/C(=C\C(=O)Nc2ccc(Br)cc2)C(C)(C)c2ccccc21	16.7	x	-1.1	x	-0.9	-0.4	-0.9
COc1ccccc1C(=O)N/N=C/C(C)=C/c1ccccc1	-33.6	15.6	-0.6	-5.2	1.7	-5.9	1.4
O=C(CCN1CCOCC1)c1ccc(Br)cc1	11.0	-0.9	-3.5	0.6	-5.2	-3.0	-0.1
C[C@@H]1CN([C@H](C)CO)C(=O)c2cccc(N(C)C)c2O[C@H]1CN(C)Cc1ccc(-c2ccccc2)cc1	-17.5	-2.3	0.5	-10.9	8.8	9.3	x
Cn1cnc(S(=O)(=O)N2CC[C@H]3[C@H](CO)Nc4ccc(-c5ccccc5)cc4[C@H]32)c1	1.6	15.7	-2.9	-33.0	17.9	-0.9	3.8
O=C(C1CC1)N1CC[C@@H]2[C@@H](CO)Nc3ccc(-c4ccc(F)cc4)cc3[C@@H]21	-4.0	-8.9	2.1	8.0	3.0	-2.6	6.2
O=C(C[C@@H]1C=C[C@H](NC(=O)c2cccc(F)c2)[C@@H](CO)O1)Nc1nccs1	-17.1	4.1	1.9	-2.9	0.7	1.7	0.5
O=C(C1CC1)N1C[C@H]2[C@@H](c3ccccc31)[C@H](CO)N2S(=O)(=O)c1ccccc1	-1.7	0.2	x	-6.9	x	x	-0.1
CCOc1ccc(NC(=S)NC(=O)/C=C/c2ccco2)cc1	-15.7	20.9	-1.1	-53.8	9.3	-0.3	4.7
CN(C)CC(=O)N[C@H]1CC[C@H](CCNC(=O)C2CC2)O[C@@H]1CO	-9.6	x	2.0	x	-1.1	-0.2	-9.0
COc1ccccc1NC(=O)N1CCCCN2[C@@H](CO)[C@@H](c3ccc(-c4cccc(F)c4)cc3)[C@@H]2C1	5.8	4.6	-2.7	-61.0	6.1	-1.7	x
COc1cccc(CN2[C@H](CO)[C@@H](c3ccccc3)C23CN(C(=O)C2CC2)C3)c1	7.6	x	0.7	x	-6.3	2.0	-2.3
CCN(CC)/C(Sc1ccccc1)=C(/C(Cl)=C(Cl)Cl)[N+](=O)[O-]	0.3	x	-0.3	x	32.7	-5.9	5.5
CCC(=O)Nc1ccc2c(c1)OC[C@@H](C)N(CC1CCOCC1)C[C@@H](C)[C@@H](OC)CN(C)C2=O	10.7	-1.0	-0.2	-6.0	17.5	-2.0	3.5
CC(C)(C)OC(=O)N(CCc1ccccc1)Cc1ccc(OCc2cccc(NC(=O)C3CCC3)c2)cc1	-18.3	7.5	2.0	-5.7	1.1	x	6.9
CCOC(=O)C1=C(C)N=c2s/c(=C\c3ccc(OCC(=O)O)cc3)c(=O)n2C1c1ccccc1OC (stereo not given)	3.0	4.3	7.0	0.0	-4.3	6.6	-4.3
Cc1noc(C)c1NC(=O)N(C)C[C@@H]1OCc2ccccc2-c2c(n(C)c3ccccc23)C(=O)N([C@H](C)CO)C[C@H]1C	-5.0	3.7	4.4	24.9	0.8	-7.1	-0.4&-0.5

Shown with values under each structure: entries from further up
Value order: LGR2 inh	esBAF inh	Casp6 inh	Statin myotox sup	S100A4 inh HTS	SIRT5 block	FN deposit inh
O=C(C1CC1)N1C[C@H]2[C@@H](c3ccccc31)[C@H](CO)N2S(=O)(=O)c1ccccc1
 : -1.7	0.2	x	-6.9	x	x	-0.1
CCOc1ccc(NC(=S)NC(=O)/C=C/c2ccco2)cc1
 : -15.7	20.9	-1.1	-53.8	9.3	-0.3	4.7
CN(C)CC(=O)N[C@H]1CC[C@H](CCNC(=O)C2CC2)O[C@@H]1CO
 : -9.6	x	2.0	x	-1.1	-0.2	-9.0
COc1ccccc1NC(=O)N1CCCCN2[C@@H](CO)[C@@H](c3ccc(-c4cccc(F)c4)cc3)[C@@H]2C1
 : 5.8	4.6	-2.7	-61.0	6.1	-1.7	x
COc1cccc(CN2[C@H](CO)[C@@H](c3ccccc3)C23CN(C(=O)C2CC2)C3)c1
 : 7.6	x	0.7	x	-6.3	2.0	-2.3
CCN(CC)/C(Sc1ccccc1)=C(/C(Cl)=C(Cl)Cl)[N+](=O)[O-]
 : 0.3	x	-0.3	x	32.7	-5.9	5.5

Additional structures:
SMILES	LGR2 inh	esBAF inh	Casp6 inh	Statin myotox sup	S100A4 inh HTS	SIRT5 block	FN deposit inh
CCOC(=O)c1ccc(-c2c(-c3ccccc3OC)sc3cc4c(cc23)OCO4)cc1F	10.8	2.8	0.3	10.8	-4.4	9.1	4.3
Clc1c(Cl)c(Cl)c2n[nH]nc2c1Cl	3.7	x	2.8	x	-4.0	1.0	-1.8
C[C@H]1CCCCO[C@@H](CN(C)C(=O)Nc2ccc(C(F)(F)F)cc2)[C@@H](C)CN([C@@H](C)CO)C(=O)c2cc(NS(=O)(=O)c3cccs3)ccc2O1	6.2	9.0	-1.1	0.8	3.0	2.3	x
CCc1nnc(NC(=O)C2CCCN2C(=O)Nc2ccc(Cl)cc2)s1 (stereo not given)	8.5	-2.6	1.7	3.1	-1.7	-1.4	15.2
COc1cc(C(=O)OCC(=O)N2CCNC2=O)cc(Cl)c1OC	10.5	x	1.3	x	-3.4	-2.2	-2.1
O=C(Cn1cnc2ccccc21)OCC(=O)N1CCCCC1	-1.5	-7.1	-4.2	6.1	-7.2	0.9	6.7
COc1ccc(NC(=O)N2c3ccc(OC)cc3C(C)=CC2(C)C)cc1	18.2	-9.6	x	9.4	x	x	-18.9
COc1ccc(CN2CCCC(C(=O)c3ccc(Cl)cc3)C2)cc1Cn1cncn1 (stereo not given)	14.8	-6.0	-4.5	20.1	-1.8	-1.4	x
CC(C)NC(=O)Nc1ccc2c(c1)C(=O)N([C@H](C)CO)C[C@H](C)[C@@H](CN(C)CC1CCCCC1)O2	x	-5.1	-1.6	17.7	-13.3	-5.6	x
C[C@@H]1CN([C@H](C)CO)C(=O)CCCn2cc(nn2)CO[C@H]1CN(C)Cc1ccc(O)cc1	-8.9	-3.7	-0.2	9.1	4.0	0.7	-7.6
COc1ccc(S(=O)(=O)Nc2ccc3c(c2)C(=O)N([C@@H](C)CO)C[C@H](C)[C@H](CN(C)S(=O)(=O)c2c(C)noc2C)OCCCC[C@@H](C)O3)cc1	8.1	x	1.1	x	5.5	x	-7.8
O=C(NCCc1ccc(Cl)cc1)C1CCN(S(=O)(=O)c2ccc(Br)s2)CC1	3.8	x	0.1	x	-8.2	3.9	-2.3
N#Cc1ccc(Oc2cc(C(F)(F)F)nc(-c3ccccn3)n2)cc1	x	-4.3	x	2.8	x	x	16.5
Cc1ccc(C(=O)CSc2nnc3ccccn23)c(C)c1	30.5	x	2.1	x	2.6	0.6	x
Cc1noc(C)c1NC(=O)Nc1cccc2c1O[C@H](CN(C)Cc1ccc(Cl)c(Cl)c1)[C@@H](C)CN([C@H](C)CO)C2=O	-11.8	-1.3	-0.4	12.2	7.9	1.5	-2.8
C[C@H]1CN([C@@H](C)CO)S(=O)(=O)c2ccc(Br)cc2O[C@H]1CN(C)C(=O)Cc1ccccn1	10.8&-6.1	-7.3&-0.5	-1.7	7.3&3.2	-2.7	-4.0	1.6&-9.5
O=C(COC(=O)c1cc(Br)ccc1O)NCCC1=CCCCC1	5.4	-4.4	1.4	7.1	3.0	x	-0.5
O=C(/C=C/Nc1cccc(C(F)(F)F)c1)C(F)(F)F	7.2	-1.0	-0.7	26.1	-5.0	4.7	x
Cn1c(=O)c2cc(S(=O)(=O)NCCC(=O)NC3CCCCCCC3)ccc2n(C)c1=O	4.2	7.1	1.8	-5.1	-4.0	-2.5	x
C[C@H](CO)N1C[C@H](C)[C@@H](CN(C)Cc2cncnc2)Oc2ncc(-c3cncnc3)cc2C1=O	-18.5	-0.4	-0.7	-11.9	6.3	-2.2	x
Cc1ccc(-c2nc(CS(=O)CC(=O)NCCN3CCOCC3)c(C)o2)cc1 (stereo not given)	x	-5.9	-0.3	1.3	-2.7	-2.2	2.6
CC1C(=O)N(Cc2cn(CCC3OCCCO3)nn2)CCS(=O)(=O)N1Cc1ccc(-c2ccncc2)cc1 (stereo not given)	3.6	7.1	-1.3	4.8	5.4	-3.6	3.4
CCN1[C@@H]2Cn3c(ccc(C4=CCCC4)c3=O)[C@H]1[C@@H](C(=O)N[C@@H](C)c1ccccc1)[C@@H]2CO	-7.7	-5.9	0.4	-15.2	-7.0	-8.8	x
CC(=O)CC[N+](C)(C)C	7.0	x	-5.7	x	2.1	-1.2	11.5
COc1ccc(C(=O)Nc2ccccc2-c2nnn(CC(=O)N3CCOCC3)n2)cc1	2.0	4.2	1.0	-8.4	-0.5	-3.8	16.8
S=c1[nH]nc(-c2cccs2)n1/N=C/c1cn(-c2ccccc2)nc1-c1cccs1	-87.2	x	-9.0	x	-1.7	-2.1	4.1
CC1=C(C(=O)N(C)C)CC(CC(=O)NCCCN(C)C)C(=O)N1Cc1ccccc1 (stereo not given)	3.8	-0.8	-52.3	-2.0	-2.4	-8.2	3.0
CCCCNC(=O)C(CC)(ONc1ccccc1C(F)(F)F)c1ccccc1OC (stereo not given)	-37.5	15.0	0.1	-2.0	-17.5	x	-6.6
